Screening data deposited in PubChem by several laboratories.
FXIIa inh 1536: inhibitors of human coagulation factor XIIa; P00748; purified FXIIa, Boc-QGR-AMC fluorogenic substrate, 2 h; inhibition, % at 5 µM; hit rate 0.3% among 220,000; in the data active = inhibition above about 40%;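 also: 0% = enzyme with no compound and 100% = blank without enzyme; many of its hits are not listed in these tables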
MDM2 E3 inh: blocks human Mdm2 ubiquitin ligase activity; AID 1230; cell-based MDM2 ubiquitination luciferase reporter, 2 h; 0 = plate control, 100 = twice control, blank-subtracted; Q00987; signal enhancement, % at 5 µM; hit rate 0.11% among 210,000;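 active = signal enhancement of 30% or more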;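 also: luminescence tracks abundance of the self-degrading MDM2-luciferase fusion protein; higher signal means inhibition of MDM2 E3 ligase activity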
Target sequence (Q00987 whole entry, looked up, the tested form may be a part): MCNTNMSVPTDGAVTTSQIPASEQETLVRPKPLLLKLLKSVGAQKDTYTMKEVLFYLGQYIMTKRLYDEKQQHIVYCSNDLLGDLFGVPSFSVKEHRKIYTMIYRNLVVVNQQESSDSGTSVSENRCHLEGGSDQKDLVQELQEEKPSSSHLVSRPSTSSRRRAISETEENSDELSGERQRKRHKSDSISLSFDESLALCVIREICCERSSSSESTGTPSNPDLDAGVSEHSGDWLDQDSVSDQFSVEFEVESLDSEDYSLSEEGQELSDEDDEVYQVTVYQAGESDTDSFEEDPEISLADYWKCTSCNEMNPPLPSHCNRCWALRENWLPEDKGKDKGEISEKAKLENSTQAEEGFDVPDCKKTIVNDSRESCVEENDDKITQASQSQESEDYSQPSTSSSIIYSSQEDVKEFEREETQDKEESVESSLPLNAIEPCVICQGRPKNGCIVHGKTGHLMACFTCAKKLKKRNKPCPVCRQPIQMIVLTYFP
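Material: Stable MDM2–luciferase fusion reporter cells | Amount: 2000 cells seeded into each well | Dosing: One concentration, 5 µM, with 0.2% DMSO | Incubation: 4 h cell settling then 2 h compound exposure, 37 °C | Measured by: Luciferase luminescence | Read-out basis: % enhancement relative to plate controls after blank subtraction | Benchmarks: Control and blank well means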
p97 ATPase inh: human p97 ATPase inhibition. P55072. recombinant p97 ATPase, Kinase-Glo ATP luminescence, 3 h. inhibition, % at 8 µM. hit rate 0.42% among 220,000. AID 1481; in the data active = inhibition above about 15%;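 also: 0% = DMSO vehicle and 100% = wells lacking enzyme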
FXIa inh: blocks human coagulation factor XIa protease activity | P03951 | purified FXIa, Boc-Glu-Ala-Arg-AMC fluorogenic substrate | inhibition, % at 5 µM | AID 798 | hit rate 0.14% among 220,000;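 active = inhibition of at least 40%; inactive = inhibition below 40%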;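 also: fluorescence of freed AMC excited at 355 nm; 0% = enzyme without compound and 100% = no enzyme blank; many of its hits are not listed in these tables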
14-3-3 Bad inh: disrupts binding of bovine 14-3-3 zeta to phospho-Bad peptide; TR-FRET 14-3-3zeta/Dy647-pBad peptide displacement, 1 h; AID 781; P63103; hit rate 0.71% among 220,000; inhibition, % at 21.7 µM;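 active = inhibition above about 70%, limit read from the data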;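 also: 0% = full 14-3-3 plus peptide FRET controls and 100% = background without 14-3-3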
Target sequence (P63103 whole entry, looked up): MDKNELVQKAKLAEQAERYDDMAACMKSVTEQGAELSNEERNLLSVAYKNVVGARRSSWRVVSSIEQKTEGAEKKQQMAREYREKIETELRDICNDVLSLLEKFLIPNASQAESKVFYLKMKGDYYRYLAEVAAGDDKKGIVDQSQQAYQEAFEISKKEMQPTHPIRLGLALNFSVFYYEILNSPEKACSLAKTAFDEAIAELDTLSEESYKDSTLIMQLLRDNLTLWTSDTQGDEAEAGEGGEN
eIF4E-4G inh: eIF4E/eIF4G interaction inhibition in translation initiation; TR-FRET eIF4E-eIF4GI(517-606) binding, 2 h; inhibition, % at 21.7 µM; P63073+Q04637; hit rate 0.37% among 220,000;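 active = inhibition above about 30%, limit read from the data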;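 also: 0% = full FRET control wells and 100% = background wells lacking eIF4GI fragment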
Wee1 stabilizer: blocks degradation of human Wee1 kinase; P30291; HeLa Luc-Wee1K328M stability, luciferase luminescence; 100% = proteasome inhibitor MG132 effect; reporter increase, % at 5 µM; hit rate 1.2% among 220,000;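 active = activation above the mean of all tested compounds plus 3 SD, set per screening run, cut at about 8.8% in these data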;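 also: cells exposed to compound for 20 h before luminescence read; 0% = DMSO alone and 100% = MG132 at 30 µM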
KLK5 inh: inhibitors of human kallikrein 5 | recombinant hK5, fluorogenic AMC substrate cleavage | inhibition, % at 5 µM | hit rate 0.59% among 210,000 | AID 873;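 active = inhibition of 40% or more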;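 also: 0% = enzyme controls without compound and 100% = no-enzyme blanks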
Target sequence (Q9Y337 67-293 limits assumed): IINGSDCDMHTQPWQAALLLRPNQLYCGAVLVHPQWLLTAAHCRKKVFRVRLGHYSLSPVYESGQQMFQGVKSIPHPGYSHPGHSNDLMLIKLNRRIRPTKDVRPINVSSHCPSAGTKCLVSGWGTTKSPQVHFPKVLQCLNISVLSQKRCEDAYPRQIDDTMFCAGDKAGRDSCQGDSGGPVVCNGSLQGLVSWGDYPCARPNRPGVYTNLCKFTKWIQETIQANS
Rad51 HR inh: blocks human Rad51 in homologous recombination | inhibition, % at 10 µM | hRad51 DNA strand exchange, fluorescence dequenching | hit rate 0.085% among 200,000 | AID 1385;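 active = inhibition above 40% at the single screening dose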;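 also: 0% = DMSO control wells and 100% = blanks with heterologous ssDNA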
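Read-out basis: percent inhibition relative to plate controls and blanks / Assay system: human Rad51 nucleoprotein filaments preassembled on unlabelled ssDNA / Timing: filaments 15 min 37 °C, then compound 30 min / Control set: per-plate controls and blanks / Technique: fluorescence dequenching at 485/520 nm / Compound: 10 µM final, single point / Also added: Fluorescein- and BHQ1-tagged 47-mer duplex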
* hit, by the source's call; · = not tested or not shown; [ ] = dose if it differs, or a comment.

SMILES	FXIIa inh 1536	MDM2 E3 inh	p97 ATPase inh	FXIa inh	14-3-3 Bad inh	eIF4E-4G inh	Wee1 stabilizer	KLK5 inh	Rad51 HR inh
FC(F)(F)c1cnc(-c2cnc3c(-c4ccc(Cl)cc4)cnn3c2)c(Cl)c1	16	-9	-1	5	·	·	-1	-4	·
Cn1c(CCN2CCCCC2)nc2cc([N+](=O)[O-])ccc21	20	-19	4	5	7	-5	-2	7	-7
NC(=O)CSc1nnc2n(-c3ccccc3)c(=O)c3c4c(sc3n12)CCCCC4	-3	2	1	6	12	-2	3	16	2
COc1ccc(C2C(C(=O)Nc3cccc(OC)c3)c3ccccc3C(=O)N2C)cc1 (configuration not stated)	8	-4	2	-4	-5	2	1	-3	9
O=C1CC(N2CCN(Cc3ccc4c(c3)OCO4)CC2)C(=O)N1CCc1ccccc1 (configuration not stated)	-10	0	-1	-13	-6	-14	-1	2	4
O=C(Nc1ccc(C(=O)O)cc1)/C(=C\C=C\c1ccccc1)NC(=O)c1ccc(Br)cc1	4	1	2	-1	-5	5	-2	1	-83
COc1ccc(-c2nn(CCC(=O)O)cc2/C=C2\SC(N)=NC2=O)cc1	10	·	-1	5	-14	2	0	-20	·
O=C(O)/C(=C\c1cccs1)c1ccccc1	9	6	8	-3	-1	-2	-1	0	3
O=C(CCC1CCCC1)Nc1ccon1	-4	-12	4	0	13	2	3	-20	-3
CCCCN(C)C(=O)c1nc2ccccn2c1CNCCCn1nnc2ccccc21	9	-5	0	-2	-11	1	0	·	-2
COC(=O)C1=C(C)N(Cc2ccco2)C(=O)/C1=C\c1ccc([N+](=O)[O-])cc1	-7	-1	2	-7	-12	-10	0	-27	-51
O=C(CCc1ccccc1)NN1C(=O)C2C3C=CC(C3)C2C1=O (configuration not stated)	2	-3	5	-4	-5	2	-4	-2	-6
CCCCC(=O)NC(c1ccc(OC)c(OC)c1)c1c(O)ccc2ccccc12 (configuration not stated)	8	-10	2	5	-9	-3	-2	-20	-8
O=C(NCc1ccco1)c1ccccc1NS(=O)(=O)c1cccs1	9	-1	-1	6	6[fluorescence artefact?]	-6[fluorescence artefact?]	-2	-12	11
CC(C)NC(=O)C1COc2ccccc2O1 (configuration not stated)	6	-6	5	0	-2	0	-1	5	-5
CSC1=NC(C)(C)C=C(/C=C/c2ccc(Cl)cc2Cl)N1	-4	-16	4	-4	-7	-1	0	-8	-6
CCOc1cc(CNCCCN2CCOCC2)ccc1OCC(=O)Nc1cccc2ccccc12	5	-14	2	-4	26	9[fluorescence artefact?]	0	-17	·
Clc1cccc(Cl)c1Cn1cnc2c(N3CCCCCC3)ncnc21	12	·	-2	0	-7	0	-1	3	2
CC(=O)O[C@H]1C2OC(=O)C(C)=C2[C@@H]2OC(=O)[C@]3(CCC4OC41C)OC23 (some centres not stated)	0	·	-3	-7	5	2	-1	-7	-5
Cc1ccsc1C(=O)OCC(=O)NCC1CCCO1 (configuration not stated)	13	-6	8	2	-5	3	3	-4	2
NC(=O)CSc1nnc(Cc2cccs2)n1C1CCCCC1	-2	12	-1	1	-2	-2[fluorescence artefact?]	0	4	-1
CSc1ccc(/C=N/N2CCN(Cc3ccccc3Cl)CC2)cc1	2	8	10	-4	-18	-1	1	12	·
O=C1c2ccccc2C2NC(=O)C3(CCCCC3)N12 (configuration not stated)	1	-1	5	-3	9[fluorescence artefact?]	1[fluorescence artefact?]	0	-24	4
O=C(OCC(=O)N1CCOCC1)c1ccc[nH]c1=O	14	-6	10	3	-4[fluorescence artefact?]	-1[fluorescence artefact?]	-3	-23	-2
COc1ccc(C(=O)c2c[nH]cc2-c2ccccc2)cc1	15	-4	-1	3	-3[fluorescence artefact?]	-3[fluorescence artefact?]	5	-11	·
CCOC(=O)CSc1nc2sc(C)c(C)c2c(=O)[nH]1	17	-23	5	6	2	0	-2	20	7
O=C(Nc1cccc(Cl)c1)c1ccc(-n2cncn2)c([N+](=O)[O-])c1	5	0	0	-9	1	1	-1	-37	-8
CCN(c1ccccc1)S(=O)(=O)c1ccc2[nH]cc(C(=O)NCCOC)c(=O)c2c1	23	-16	-6	13	31	6	0	-14	2
CCOP(=O)(OCC)C(NC(=O)Nc1c(C)cc(C)cc1C)c1ccccc1 (configuration not stated)	7	1	3	-3	-8	-7	0	0	28
Cc1n[nH]c(=S)n1-c1cccc(Cl)c1	11	-10	3	6	-19	-3	0	-20	4
Cc1ncc(CO)c(/C=N/NC(=O)c2cc(Br)ccc2O)c1O	0	-11	2	-3	-15	-8	4	-4	-14
O=C(NNc1nc(-c2ccccc2)c2cc(Br)ccc2n1)c1ccc(S(=O)(=O)N2CCOCC2)cc1	4	-1	4	5	-4[fluorescence artefact?]	9[fluorescence artefact?]	-4	-36	3
CCCc1cc(=O)n2[nH]c(NCc3ccccc3F)nc2n1	23	-21	6	9	-14[fluorescence artefact?]	-7	-1	-3	-7
CCOC(=O)c1nnn(-c2nc(N3CCCC3)nc(N3CCCC3)n2)c1-c1ccccc1	19	-7	7	7	·	·	-1	0	·
Cc1cc(C)n(C2CC(=O)N(c3ccc(Cl)c(Cl)c3)C2=O)n1 (configuration not stated)	5	-3	2	7	3	1	5	-6	17
COc1ccc(N2CC(C(=O)Nc3cc(C)ccn3)CC2=O)cc1 (configuration not stated)	0	-1	5	-4	-4	-1	2	-3	-3
CCOC(=O)c1c(C)nc2sc3c(=O)n(-c4ccc(OC)cc4)cnc3c2c1-c1ccc(OC)cc1	-9	-13	2	2	-9	5[fluorescence artefact?]	5	1	6
CCCN1C(=O)c2ccc(C(=O)NCc3ccco3)cc2C1=O	2	13	-1	3	-8	-3	6	4	-3
CN1/C(=C/C(=O)c2ccc(Cl)cc2)Sc2cc3c(cc21)OCO3	4	-18	4	-7	-102	-40	0	-7	-61
CCOC(=O)c1cc(=O)n2nc(-c3ccccc3F)nc2s1	-2	17	16*	4	-4	-1[fluorescence artefact?]	-2	5	2
Cc1ccc(S(=O)(=O)Cc2nc3ccccc3c(=O)[nH]2)cc1	-4	-2	2	-6	-1	2	0	-3	6
Cc1ccc(/C=C/C(=O)c2ccccc(=O)c2O)cc1C	15	5	8	12	16[fluorescence artefact?]	21	3	7	-14
CC1CCCC(C)N1C(=O)Cn1c(SCC(=O)NCc2ccc3c(c2)OCO3)nc2ccccc21 (configuration not stated)	20	2	-2	2	6	-5	1	-4	7
COc1cc(C(=O)OCC(=O)NC2CCS(=O)(=O)C2)c([N+](=O)[O-])cc1OC (configuration not stated)	0	-2	1	-5	3	10	-1	-5	28
CCN(CC)c1ccc2c(C)c(CN3CCOCC3)c(=O)oc2c1	-9	-12	-3	-13	-8[fluorescence artefact?]	-7	2	-11	-14
Nc1ncnc(Sc2ccccc2)c1[N+](=O)[O-]	1	4	7	1	-2[fluorescence artefact?]	10	-5	-6	-1
O=C1CC(c2ccc(F)cc2)CC(O)=C1C=NCCN1CCNCC1 (configuration not stated)	21	-3	1	11	0	2	2	-7	7
Cc1ccc(-c2noc(-c3ccno3)n2)cc1	2	-19	1	-4	3	1	3	3	-7
O=C(O)c1cccc(NC(=O)c2cccc(S(=O)(=O)N3CCc4ccccc4C3)c2)c1	3	-1	6	-3	0	2	-4	0	-8
CCCCC(=O)N1CCCC(C(=O)OCC)C1 (configuration not stated)	8	-49	1	-1	-7	-7	0	6	-8
Cc1csc2nc(CSc3nc4ccccc4o3)c(Br)n12	-1	-16	-9	-3	2	-2	6	0	-2
O=C(O)c1ccccc1C(=O)c1ccc(Oc2ccccc2)cc1	9	-34	1	6	3[fluorescence artefact?]	3	0	-5	11
CCCCOc1ccc(/C=C/C(=O)Nc2ccc(C(N)=O)cc2)cc1	10	-2	7	7	5	0[fluorescence artefact?]	-1	-11	5
Cc1nonc1C(=O)N/N=C/c1ccc(O)c(O)c1	5	-15	-1	0	-3	7[fluorescence artefact?]	-3	-6	4
N#Cc1ncc(-c2ccc3c(c2)OCCOCCOCCOCCO3)nc1C#N	7	-10	-6	4	-7	-4[fluorescence artefact?]	-1	-16	-1
S=c1[nH]cc(-c2ccccc2)n1-c1ccccc1Cl	12	2	5	5	-30	-1	-2	-19	-7
COC(=O)c1ccc(S(=O)(=O)NC(C)(C)C)n1C	6	-10	-1	12	0	-5	-2	3	24
COC(=O)C1=C(C)N(CC(C)C)C(=O)/C1=C\c1cccs1	1	-26	2	-10	-2[fluorescence artefact?]	4[fluorescence artefact?]	-4	-2	0
c1ccc(C(c2ccccc2)N2CCN(c3ccc4ccccc4n3)CC2)cc1	7	-12	2	-4	9	-2	-2	0	-4
CC(=O)Nc1nc(C2COc3ccccc3O2)cs1 (configuration not stated)	24	-40	1	6	5	4	7	-3	1

The list goes on.
SMILES	FXIIa inh 1536	MDM2 E3 inh	p97 ATPase inh	FXIa inh	14-3-3 Bad inh	eIF4E-4G inh	Wee1 stabilizer	KLK5 inh	Rad51 HR inh
CCC(C)(C)n1nnnc1C(c1ccc2ncccc2c1)N1CCN(c2ccc(O)cc2)CC1 (configuration not stated)	14	-3	1	3	-4	1	0	2	19
Cc1ccc(Cn2c(NS(=O)(=O)c3ccccc3)nc3ccccc32)cc1	13	-27	-6	4	-5	9	0	-6	2
Cc1[nH]c2ccccc2c1SCC(=O)NC1CCCCC1	4	-12	1	-4	-11	-1	-3	-7	2
Cc1cccc(-n2ncc3c(N4CCCc5ccccc54)ncnc32)c1	13	-18	-4	0	-1[fluorescence artefact?]	7	9	-1	3
CCOc1cc(/C=N/NC(=O)CSc2nnc(C)s2)ccc1OCc1ccccc1Cl	1	0	1	1	-10	3	0	-4	-2
COc1ccc(S(=O)(=O)Cc2ccc(C(=O)N3CCc4ccccc4C3)o2)cc1	-2	-14	-5	-9	6	-1	-1	11	1
COc1cccc(CN(C)CC(=O)Nc2cccc(S(N)(=O)=O)c2)c1OC	22	5	2	20	26	4	9	-21	-1
COc1cc2nc3c4ccccc4n(CC#N)c3nc2cc1OC	-6	-16	5	-7	2[fluorescence artefact?]	3[fluorescence artefact?]	-2	-35	-7
CCSc1nnc(NC(=O)c2ccccc2C)s1	9	-16	3	-2	8	3	-2	-21	3
COC(=O)c1ccccc1NC(=O)CSc1nnc(CNS(=O)(=O)c2ccc(C)cc2)n1C	13	2	1	4	-3	-2	0	-20	19

Gathered by group, those above containing bromine (four)
SMILES	FXIIa inh 1536	MDM2 E3 inh	p97 ATPase inh	FXIa inh	14-3-3 Bad inh	eIF4E-4G inh	Wee1 stabilizer	KLK5 inh	Rad51 HR inh
O=C(Nc1ccc(C(=O)O)cc1)/C(=C\C=C\c1ccccc1)NC(=O)c1ccc(Br)cc1	4	1	2	-1	-5	5	-2	1	-83
Cc1ncc(CO)c(/C=N/NC(=O)c2cc(Br)ccc2O)c1O	0	-11	2	-3	-15	-8	4	-4	-14
O=C(NNc1nc(-c2ccccc2)c2cc(Br)ccc2n1)c1ccc(S(=O)(=O)N2CCOCC2)cc1	4	-1	4	5	-4[fluorescence artefact?]	9[fluorescence artefact?]	-4	-36	3
Cc1csc2nc(CSc3nc4ccccc4o3)c(Br)n12	-1	-16	-9	-3	2	-2	6	0	-2
